From PubChem BioAssay
NF-kB neuron act: activators of NF-kB expression in neurons, primary screen, cell-based, HTS; human neuronal cells, NF-kB reporter expression; stronger effect = higher value; fold change at 12.5 µM; hit rate 1.6% among 190,000; AID 1239, 2008; in the data active = fold change above about 3.3
FLuc stim CS: FLuc activators, initial screening, artefact control for FLuc-dependent activation tests, biochemical, ATPlite luminescence | Luciferin 4-monooxygenase (Photinus pyralis), P08659 | ATPlite luciferase biochemical, 10 min; 0 = ATP-free wells, 1 = DMSO control | activation factor at 10 µM | 200,000 tested, under 10 active;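 active = luciferase activation factor, scaled between plate controls, of at least 2 with compound at 10 µM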
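System: Luciferase/luciferin detection reagent, cell-free biochemical luciferase assay | Medium: PBS buffer for ATP | Dosing: Test compounds dosed from 2 mM stocks in 100% DMSO | Timing: 10 min at ambient temperature | Signal: Luminescence measurement of luciferase light output | Evaluation: Luciferase activation, seen as luminescence increase over controls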
TNAP inh hiacc: human TNAP enzyme inhibitors, primary screen, biochemical, luminescent, high phosphate acceptor level, uHTS | hit rate 0.03% among 200,000 | AID 1135, 2008 | purified TNAP, CDP-star luminescence, 1 M DEA | inhibition, % at 20 µM | Alkaline phosphatase, tissue-nonspecific isozyme (Homo sapiens), P05186;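 active = over 50% inhibition of tissue-nonspecific alkaline phosphatase at 20 µM in the single-dose screen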;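 also: plate controls were DMSO wells for no effect and EDTA-quenched wells as full inhibition for full effect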
Target sequence (P05186 whole entry, looked up): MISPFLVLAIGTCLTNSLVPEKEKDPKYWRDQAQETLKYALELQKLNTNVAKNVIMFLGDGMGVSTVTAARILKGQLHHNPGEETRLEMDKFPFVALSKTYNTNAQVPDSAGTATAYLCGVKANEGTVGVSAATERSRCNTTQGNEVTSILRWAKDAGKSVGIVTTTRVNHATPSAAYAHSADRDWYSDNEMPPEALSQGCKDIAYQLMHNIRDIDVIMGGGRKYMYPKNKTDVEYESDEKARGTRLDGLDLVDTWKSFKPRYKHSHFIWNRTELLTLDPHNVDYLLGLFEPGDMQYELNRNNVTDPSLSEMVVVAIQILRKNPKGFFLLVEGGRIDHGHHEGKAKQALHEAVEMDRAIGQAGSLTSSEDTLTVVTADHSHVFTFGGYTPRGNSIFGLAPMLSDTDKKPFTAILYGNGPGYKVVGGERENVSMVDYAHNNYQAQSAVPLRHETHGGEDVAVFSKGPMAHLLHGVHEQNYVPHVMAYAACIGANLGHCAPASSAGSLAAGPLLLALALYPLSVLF
TNAP act hi DEA: TNAP activators at high phosphate acceptor level, primary screen, biochemical, luminescence, uHTS; Alkaline phosphatase, tissue-nonspecific isozyme (Homo sapiens), P05186; purified TNAP, CDP-star luminescence, 1 M DEA, 30 min; stronger effect = higher value; 0 = EDTA background, 1 = DMSO-only activity; activation factor at 20 µM; 200,000 tested, under 10 active;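 active = activation factor at least 2 at 20 µM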
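system = human TNAP | amount = enzyme diluted 1/800 final | reagent = 100 µM CDP-star substrate | signal = luminescent substrate turnover signal | dosing = one dose, 20 µM | benchmarks = EDTA negative control, DMSO positive control | measure = activation factor | timing = 30 min reaction, room temperature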
APP 5'UTR act: activators of APP 5'UTR luciferase reporter, primary screen, SH-SY5Y cells | SH-SY5Y APP 5'UTR luciferase reporter, luminescence; zero percent = DMSO vehicle wells | activation, % at 2 µM | hit rate 1% among 190,000;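 active = activation above a set limit, based on mean plus 3 SD of controls, cut at about 140% in these data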; also: values of inactives mirror those of a sister screen read the other way
FLuc inhib CS: firefly luciferase enzyme inhibitors, primary screen, artefact control for luciferase-based inhibitor screens, biochemical, luminescence, ATPLite; inhibition, % at 10 µM; AID 1006, 2008; 10 min; hit rate 1.5% among 200,000;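 active = inhibition above about 50% when tested at 10 µM, limit read from the data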
bIAP act: bovine intestinal alkaline phosphatase activators, primary screen, biochemical, bovine IAP, CDP-star luminescence; purified bovine IAP, 30 min; stronger effect = higher value; fold of DMSO-control signal, blank-subtracted; activation factor at 20 µM; hit rate 0.17% among 200,000;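 active = activation factor of 2 or more at 20 µM, a signal rise over negative controls twice the positive control's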
PMI act: activators of human PMI, primary screen, biochemical, fluorescence intensity, near-Km mannose 6-phosphate. Mannose-6-phosphate isomerase (Homo sapiens), P34949. purified human PMI, coupled resazurin fluorescence, 20 min; stronger effect = higher value; 1 = vehicle control, 0 substrate-free wells. activation factor at 20 µM. hit rate 0.005% among 190,000;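 active = activation factor of 2 or more at 20 µM, relative to plate controls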
Target sequence (P34949 whole entry, looked up): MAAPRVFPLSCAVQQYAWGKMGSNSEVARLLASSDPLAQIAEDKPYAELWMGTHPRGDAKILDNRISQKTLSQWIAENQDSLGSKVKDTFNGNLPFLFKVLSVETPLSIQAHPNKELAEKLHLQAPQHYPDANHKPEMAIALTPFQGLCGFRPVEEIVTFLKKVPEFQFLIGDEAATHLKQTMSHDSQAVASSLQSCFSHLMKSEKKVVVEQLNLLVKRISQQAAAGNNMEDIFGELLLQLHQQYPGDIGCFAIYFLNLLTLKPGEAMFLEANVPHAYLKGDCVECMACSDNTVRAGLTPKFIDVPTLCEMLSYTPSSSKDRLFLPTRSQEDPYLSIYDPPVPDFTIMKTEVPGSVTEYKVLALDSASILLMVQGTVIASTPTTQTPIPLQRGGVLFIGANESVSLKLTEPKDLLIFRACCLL
TNAP inh noacc: human TNAP enzyme inhibitors, primary screen, biochemical, luminescent, no phosphate acceptor, uHTS; Alkaline phosphatase, tissue-nonspecific isozyme (Homo sapiens), P05186; purified TNAP, CDP-star luminescence, 30 min; inhibition, % at 20 µM; hit rate 0.26% among 200,000; AID 1012, 2008;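 active = tissue-nonspecific alkaline phosphatase inhibition above about 50% at 20 µM in the single-dose screen, limit read from the data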;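 also: 0% = DMSO negative control and 100% = EDTA positive control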
PMI act hi M6P: human PMI activators, high substrate, primary screen, biochemical, fluorescence intensity, near-saturating mannose 6-phosphate; Mannose-6-phosphate isomerase (Homo sapiens), P34949; activation factor at 20 µM; hit rate 0.34% among 190,000; coupled PMI enzyme assay, resazurin fluorescence, 20 min; stronger effect = higher value; 1 = untreated enzyme, 0 = substrate-free blank; AID 1216, 2008;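 active = activation factor of 2 or more at 20 µM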
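test system = human PMI in coupled enzyme assay | medium = HEPES-buffered pH 7.4 with magnesium and detergent | also added = 1.0 mM mannose-6-phosphate substrate with 0.22 mM NADP+ | compound = 20 µM single dose | times = 20 min incubation at room temperature | measured by = resorufin fluorescence (Ex 544/Em 590 nm) from resazurin via diaphorase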
* marks the source's active call; other numbers are inactive results. Compounds were not picked by outcome, and some 3.6% of all compounds hit somewhere here.

The line under a structure holds: bIAP act, TNAP inh noacc, TNAP act hi DEA, PMI act, NF-kB neuron act, TNAP inh hiacc, FLuc inhib CS, FLuc stim CS, APP 5'UTR act, PMI act hi M6P
1. COc1ccc(C(=O)/C=C/C(=O)N(CC(=O)NC2CCCCC2)Cc2ccccc2)c(O)c1
 : 1, 4, 0.9, 0.9, 1.2, 5, 2, 1, -73, 1
2. C/C=C/c1ccc(Oc2nnnn2-c2ccc(C(N)=O)cc2)c(OC)c1
 : 1, -10, 1, 0.8, 1, -1, -5, 1, -7, 0.8
3. CC1(C)CC(=O)C(C=Nc2ccccc2C(=O)O)=C(O)C1
 : 1, -5, 1, 0.9, 1.3, 1, 1, 1, 12, 0.9
4. CCOc1ccc(NC(=O)c2nn(-c3ccc(OC)cc3OC)c(=O)c3ccccc23)cc1
 : 1.1, -7, 1, 1, 0.97, -1, -2, 1, 12, 1
5. COc1ccc(-c2nc(=S)n3ccsc3n2)cc1OC
 : 1, -9, 1.1, 1, 1.9, -5, 2, 1, -3, 1
6. Cc1cccc(N/C=C/c2onc(C)c2[N+](=O)[O-])c1
 : 0.8, 8, 0.9, 1, 1.1, 8, -5, 1.1, 16, 1.2
7. COc1nc(OC)nc(Oc2ccc(Cl)cc2[N+](=O)[O-])n1
 : 0.9, -13, 1, 1, 1.1, 3, -8, 1.1, -5, 0.9
8. CCC(=O)Nc1cc(C(F)(F)F)ccc1N1CCCC1
 : 1.1, -2, 1, 0.9, 1.1, 1, 0, 1, -6, 1
9. COCCNC(=O)Cn1nc(C)c2ccccc2c1=O
 : 0.9, 2, 1.1, 1.2, 1.1, -10, -5, 1, 16, 1.2
10. Cc1cc(C)c(S(=O)(=O)Nc2ccc3[nH]c(=O)[nH]c3c2)c(C)c1
 : 1, -16, 1.1, 1, 1, -7, -4, 1, 15, 1
11. CN(C(=S)NC1=CCS(=O)(=O)C1)C1CCCCC1
 : 1, 4, 1.1, 1, 0.73, -5, -6, 1.1, 12, 1.2
12. O=C(Nc1nncs1)c1cccc(S(=O)(=O)N2CCCC2)c1
 : 0.9, -5, 1, 0.9, 1.1, -3, -10, 1.1, -3, 1
13. O=C(Nc1ccc(O)c(-c2nc3ccccc3s2)c1)c1cc(=O)c2ccccc2o1
 : 1, 2, 0.9, 1, 1.4, 9, -4, 1, 19, 0.9
14. CCOc1ccc(NC(=O)CCC(=O)NNC(=O)c2ccco2)cc1
 : 1.3, -24, 1, 1.1, 1, -3, -3, 1, 3, 1.1
15. CCOC(=O)[C@H]1CCC[C@@H](NS(=O)(=O)c2ccc(NC(C)=O)cc2)C1
 : 0.9, -14, 1.1, 1, 1.1, -12, -9, 1.1, 3, 1
16. COCCn1c(-c2cccc([N+](=O)[O-])c2)nc2c1c(=O)[nH]c(=O)n2Cc1ccccc1
 : 0.4, -16, 0.8, 1.1, 0.39, 17, -6, 1.1, 25, 1.1
17. Cc1ccc(C2=Nc3c(ccc4ccccc34)C(c3ccncc3)=NN2)cc1
 : 1, 6, 1, 0.8, 0.64, 1, -4, 1, 4, 0.9
18. CCSc1nnc(NC(=O)CSc2nc3c(c(=O)n2CC)SC(C)C3)s1 (configuration not stated)
 : 1, -3, 1, 1, 0.91, -1, 4, 1, 10, 1.1
19. Cc1c(C(=O)N(C)Cc2ccccc2)oc2ccc(S(=O)(=O)N3CCCC3)cc12
 : 1.1, -7, 1, 0.9, 0.87, 1, -3, 1, 11, 1
20. COc1ccc(Br)cc1S(=O)(=O)Nc1ncccc1C
 : 1.1, 6, 0.9, 1, 0.95, 5, 7, 0.9, -8, 1
21. CC(=O)Nc1ccc(OCC(O)Cn2c(C(C)C)nc3ccccc32)cc1 (configuration not stated)
 : 1.1, -4, 1, 1, 1.2, -4, -9, 1.1, 18, 1
22. COc1ccc(NC(=O)c2ccccc2SC)cc1OC
 : 0.8, -14, 1, 1, 1.2, 1, -5, 1.1, 0, 1
23. CC(CN1c2ccccc2Sc2ccccc21)N(C)C (configuration not stated)
 : 0.9, -6, 1, 1, 0.94, 1, 0, 1, -10, 0.8
24. C[n+]1cc(-c2ccccc2)n2c1CCCCC2
 : 0.9, -8, 1, 0.8, 0.84, -4, -7, 1.1, 8, 1
25. COc1cc(OC)cc(-c2ncc3ccccn23)c1
 : 0.4, -11, 1, 0.9, 1.3, -2, 19, 0.8, -2, 0.9
26. NC(=O)C1(N2CCCCC2)CCN(C(=S)Nc2ccc(S(N)(=O)=O)cc2)CC1
 : 1, -6, 1.1, 1, 1, -6, -3, 1, -2, 1
27. Cc1ccc2c(C)c(C(=O)Nc3cccnc3)oc2c1
 : 0.9, -3, 1, 1, 1.5, 3, 13, 0.9, 6, 1
28. O=C(CSc1nnc(Nc2ccccc2)s1)NCc1ccco1
 : 0.8, 0, 1.1, 1, 1.2, -5, -4, 1, 4, 1
29. O=C1CN(C(=O)COC(=O)CNC(=O)c2ccc(Cl)cc2)c2ccccc2N1
 : 1.1, -10, 1, 1.1, 1.7, -4, -3, 1, 18, 1.1
30. CCC(C)(C)n1nnnc1C(c1ccc(OC)c(OC)c1)N1CCN(c2ccc(F)cc2)CC1 (configuration not stated)
 : 0.9, -6, 1, 1.4, 0.71, -1, 0, 1, -21, 1.4
31. Nc1cc(=O)nc(SCC(=O)Nc2ccccc2Cl)n1-c1ccccc1
 : 1, -5, 1, 1, 1, -1, -2, 1, -26, 0.9
32. COc1ccc(Cl)cc1NC(=O)CSc1nnc(-c2ccncc2)n1CC1CCCO1 (configuration not stated)
 : 1.1, 0, 1, 1, 0.9, 0, -2, 1, -5, 0.9
33. Cn1nc(-c2ccc(C(=O)N3CCN(Cc4ccccc4)CC3)cc2)c2ccccc2c1=O
 : 1, -11, 1.1, 1, 0.45, -6, -3, 1, 13, 1
34. CCCc1cc(=O)[nH]c(SCC(=O)NC(=O)c2ccccc2)n1
 : 0.9, -11, 1, 1, 0.99, -2, -7, 1.1, 4, 1
35. COc1ccc(CCNC2CC(=O)N(CCc3ccc(OC)c(OC)c3)C2=O)cc1 (configuration not stated)
 : 1, 2, 0.9, 1, 1.5, 9, -9, 1.1, 3, 1
36. COC(=O)c1cnn2c(C(F)(F)F)cc(-c3ccc(F)cc3)nc12
 : 1, -10, 1.1, 1, 1.2, -6, 4, 1, 7, 1.1
37. Cc1cc([N+](=O)[O-])nn1CC(=O)Nc1sc2c(c1C(N)=O)CCCC2
 : 1.1, -14, 1, 0.9, 1, -4, -7, 1.1, -10, 0.9
38. COc1ccccc1OCC(=O)Nc1cc(S(=O)(=O)N2CCCCC2)ccc1N1CCCCC1
 : 1, -21, 1, 1, 0.84, -1, -2, 1, 12, 1.2
39. CC(=O)Nc1nn(C)c2nc3cc(C)ccc3cc12
 : 1, -7, 1, 1, 1.3, -3, -1, 1, -6, 0.9
40. CCOC(=O)c1cc2ccc(OC)cc2oc1=O
 : 1, -7, 1, 1, 1.7, 0, 10, 0.9, 1, 1
41. O=C(CSC1=NCCS1)Nc1ccc2ccccc2c1
 : 0.7, 0, 1, 1, 1.8, 4, 14, 0.9, 7, 1
42. Cc1ccc(-n2c(=O)c3c(n4cnnc24)-c2ccccc2CC32CCCCC2)cc1
 : 0.7, 4, 1.1, 0.8, 1.2, -5, -10, 1.1, 6, 1
43. COc1ccc(CN(C(=O)c2ccco2)C2CC(C)N(C)CC2C)cc1 (configuration not stated)
 : 1, -7, 1, 1.1, 1.3, 0, 2, 1, 32, 1
44. CN1C(=O)CSc2ccc(NC(=O)N3CCN(c4ccccc4)CC3)cc21
 : 1.2, -9, 1, 1, 0.95, -2, -3, 1, 23, 1
45. Cc1cc(C(=O)NC2=NCCS2)c2ccccc2n1
 : 1.1, -10, 1, 1.1, 1.1, 0, 3, 1, -2, 1
46. Cc1ccc(S(=O)(=O)N2CCN(C(=O)N3CCOCC3)C2C(C)C)cc1 (configuration not stated)
 : 0.9, -9, 1, 1, 1, 1, -5, 1.1, 1, 1
47. CCc1cc(=O)oc2cc(C)cc(OC(C)C(=O)O)c12 (configuration not stated)
 : 1, -9, 1.1, 1, 1.2, -5, -4, 1, 15, 1.1

A second format for some results above.
34	CCCc1cc(=O)[nH]c(SCC(=O)NC(=O)c2ccccc2)n1
35	COc1ccc(CCNC2CC(=O)N(CCc3ccc(OC)c(OC)c3)C2=O)cc1 (configuration not stated)
36	COC(=O)c1cnn2c(C(F)(F)F)cc(-c3ccc(F)cc3)nc12

screen / no.	34	35	36
bIAP act	0.9	1	1
TNAP inh noacc	-11	2	-10
TNAP act hi DEA	1	0.9	1.1
PMI act	1	1	1
NF-kB neuron act	0.99	1.5	1.2
TNAP inh hiacc	-2	9	-6
FLuc inhib CS	-7	-9	4
FLuc stim CS	1.1	1.1	1
APP 5'UTR act	4	3	7
PMI act hi M6P	1	1	1.1

Whole records, quoted from the list. Order of values: bIAP act	TNAP inh noacc	TNAP act hi DEA	PMI act	NF-kB neuron act	TNAP inh hiacc	FLuc inhib CS	FLuc stim CS	APP 5'UTR act	PMI act hi M6P
Cc1cc(C(=O)NC2=NCCS2)c2ccccc2n1 in the list: 1.1	-10	1	1.1	1.1	0	3	1	-2	1
COc1ccc(Cl)cc1NC(=O)CSc1nnc(-c2ccncc2)n1CC1CCCO1 (configuration not stated) in the list: 1.1	0	1	1	0.9	0	-2	1	-5	0.9
